IDE act – human IDE activators in live cells, primary screen, fluorescence polarization, HEK cells, FAbeta-B substrate. Insulin-degrading enzyme (Homo sapiens), P14735. FAbeta-B cleavage; 0% vehicle, 100% cell-free pure enzyme wells. activation, % at 5.96 µM. hit rate 0.073% among 340,000. AID 493087, 2011;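 active means activation above the mean of all tested compounds plus 3 SD, set per screening campaign, cut at about 17% in these data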
VIM-2 inhibitor – VIM-2 metallo-beta-lactamase inhibitors, primary screen, biochemical, epi-absorbance readout, Pseudomonas aeruginosa enzyme. AID 1527, 2009. hit rate 0.89% among 290,000. inhibition, % at 5.6 µM. purified VIM-2, nitrocefin hydrolysis, epi-absorbance fluorescence;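 active means inhibition above the mean of all tested compounds plus 3 SD, cutoff set per screening run, cut at about 7.5% in these data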;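 further: red hydrolysis product quenches plate fluorescence so inhibitors raise well fluorescence; 0% = enzyme with DMSO and 100% = DMSO without enzyme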
p-CIP stab down – p/CIP-EGFP fusion destabilizers, primary screen, fluorescence, F442A cells | 16 h | AID 1984, 2009 | hit rate 0.01% among 290,000 | decrease of EGFP signal, % at 10 µM;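 active means EGFP signal decrease of at least 30% at 10 µM or well 3 SD below plate mean, unless failing retest; inactive means the rest, including hits failing retest or dose response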; further: some compounds called inactive have numbers as strong as hits; many of its hits are not listed in these tables
IMP-1 inh – IMP-1 metallo-beta-lactamase inhibitors, primary screen, biochemical, epi-absorbance readout, Pseudomonas aeruginosa enzyme; inhibition, % at 5.6 µM; metallo-beta-lactamase IMP-1 (Pseudomonas aeruginosa); AID 1556, 2009; hit rate 0.45% among 290,000; purified IMP-1, nitrocefin hydrolysis, epi-absorbance fluorescence;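 active means inhibition above the mean plus 3 SD of all compounds in the same screening run, cut at about 4.5% in these data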;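 further: 0% = IMP-1 with DMSO and 100% = DMSO wells lacking enzyme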
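Assay system: purified recombinant IMP-1 beta-lactamase. Input: IMP-1 0.2 nM before substrate addition. Buffer or medium: Zinc- and detergent-supplemented HEPES buffer, pH 7.1. Schedule: 25 °C, 15 min preincubation, 25 min reaction. Signal: Epi-absorbance fluorescence, 480 nm excitation, 530 nm emission. Evaluation: percent inhibition from optical density relative to buffer-blank wells.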
IDE inh – human IDE inhibitors in live cells, primary screen, fluorescence polarization, HEK cells, FAbetaB substrate | Insulin-degrading enzyme (Homo sapiens), P14735 | FAbetaB cleavage | inhibition, % at 5.59 µM | hit rate 0.41% among 320,000 | AID 434962, 2010;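 active means percent inhibition above the average of all tested compounds plus 3 SD, set per screening campaign, cut at about 16% in these data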;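 further: IDE supplied by intact live HEK cells; FP after avidin binding of uncleaved biotin substrate so inhibition keeps polarization high; 0% = DMSO wells and 100% = 60 µM reference IDE inhibitor Ii1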
CRFR2-BP antag – antagonists of CRF-BP/CRF-R2 complex, primary screen, cell-based, HEK293, calcium dye fluorescence, uHTS | inhibition, % at 11.8 µM | CRF-induced calcium fluorescence | hit rate 0.59% among 350,000 | AID 588475, 2011;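 active means inhibition of the ligand-induced calcium signal above about 50% at the single tested concentration, limit read from the data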
NS3 helicase inh – inhibitors of HCV NS3 helicase, primary screen, biochemical, Cy5 molecular beacon fluorescence. NS3 helicase DNA unwinding. inhibition, % at 10.9 µM. hit rate 0.56% among 290,000. AID 1800, 2009;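 active means inhibition above the mean of all tested compounds plus 3 SD, set per campaign, cut at about 35% in these data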;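 further: 0% = DMSO wells and 100% = thioflavine S control wells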
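test system = hepatitis C virus NS3 helicase domain fragment enzyme | reagent = annealed dual-labelled DNA beacon duplex, ATP-started | times = 1 h at 25 °C | detection = Cy5 fluorescence, 0 and 60 min reads | read-out basis = percent inhibition from t60/t0 fluorescence ratio | control set = DMSO and thioflavine S | replication = one well per compound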
GalR3 antagonist – GalR3 antagonists in HEK293 cells, primary screen, cell-based, fluorescence readout. inhibition, % at 3 µM. hit rate 0.44% among 360,000. HEK293 GalR3-CNG cAMP membrane potential fluorescence; galR3 body fused to GalR1 C-terminus;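 active means inhibition above the screen-wide average plus 3 SD, cut at about 13% in these data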;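 further: forskolin and galanin both at EC90 stimulate the cells; cAMP rise reported by CNG channel membrane potential dye signal; 0% = forskolin plus galanin with DMSO and 100% = forskolin alone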
Target sequence (O60755 1-299 limits assumed): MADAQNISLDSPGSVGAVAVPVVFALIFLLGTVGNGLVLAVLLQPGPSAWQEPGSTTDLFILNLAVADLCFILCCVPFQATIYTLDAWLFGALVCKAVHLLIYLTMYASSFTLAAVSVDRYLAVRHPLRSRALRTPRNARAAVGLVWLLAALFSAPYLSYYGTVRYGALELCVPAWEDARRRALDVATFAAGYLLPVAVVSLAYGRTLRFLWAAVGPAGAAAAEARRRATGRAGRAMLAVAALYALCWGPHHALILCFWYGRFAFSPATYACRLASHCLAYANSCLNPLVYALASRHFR
SUMO HTRF inh – inhibitors of in vitro SUMOylation cascade, primary screen, biochemical, HTRF, uHTS | SUMO-conjugating enzyme UBC9 (Homo sapiens), P63279 | HTRF SUMOylation assay, SAE1/SAE2 + UBC9 | inhibition, % at 35 µM | hit rate 0.36% among 290,000 | AID 2006, 2009; in the data active means inhibition above about 50%, passing the limit was not always enough; further: strong numbers were not always called active
Target sequence (P63279 whole entry, looked up): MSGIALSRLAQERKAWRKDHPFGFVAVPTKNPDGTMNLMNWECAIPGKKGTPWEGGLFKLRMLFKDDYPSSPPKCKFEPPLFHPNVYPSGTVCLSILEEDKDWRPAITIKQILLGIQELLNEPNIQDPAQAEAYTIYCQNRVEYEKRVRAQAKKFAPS
Starred values were filed as active, the others as inactive; x = not tested or not shown.

1) COc1ccccc1-c1cc(C(=O)Nc2cccnc2Cl)no1
2) Cc1ccc(/C=N/Nc2nc3ccccc3s2)o1
3) Cc1cc(C)c(S(=O)(=O)N(C)Cc2cnn(C)c2)c(C)c1
4) COc1ccc(NC(=S)NC(=O)/C=C/c2ccco2)cc1
5) CCOC(=O)n1c(=O)n(Cc2ccc(Cl)c(Cl)c2)c2ccccc21
6) CCOC(=O)CC1C(=O)NCCN1S(=O)(=O)c1ccc(OC)cc1 (stereo not drawn)
7) Cc1cc(-c2nnc(CCC(=O)NC(C)(C)C34CC5CC(CC(C5)C3)C4)o2)no1
8) CS(=O)(=O)N1CCN(C2C3CC4CC(C3)CC2C4)CC1 (stereo not drawn)
entry no.	1	2	3	4	5	6	7	8
IDE act	-7	5	2	1	2	1	-1	1
VIM-2 inhibitor	-2.2	-7.0	-4.0	-4.3	-2.0	-3.5	-1.1	-3.1
p-CIP stab down	-8	11	-8	1	-1	0	7	-12
IMP-1 inh	-3.0	-4.4	-5.0	-2.8	-3.2	-3.0	-1.9	-2.6
IDE inh	-1	-6	-6	-1	5	4	3	5
CRFR2-BP antag	3	-23	1	-12	-6	-10	-4	-3
NS3 helicase inh	4	0	5	11	-6	1	-2	-7
GalR3 antagonist	-5	4	-1	-5	-1	0	-2	-4
SUMO HTRF inh	39	-34	-7	-8	-21	6	5	20

9) CC(C)(C)c1ccc(C2C(C#N)=C(N)Oc3n[nH]c(-c4cccnc4)c32)cc1 (stereo not drawn)
10) O=c1c2nncn2c2cc(C(F)(F)F)ccc2n1CCNc1ncc(C(F)(F)F)cc1Cl
11) O=C(CSc1nnc(Cc2ccccc2)o1)Nc1ccc(Br)cn1
12) CC(C)C12CN3CC(C(C)C)(CN(C1)C31C(=O)Nc3ccccc31)C2=O (stereo not drawn)
13) O=C(O)CCCCNCc1ccccc1
14) Cc1ccc(-c2nnc(SCC(=O)Nc3ccc(S(=O)(=O)N4CCCCCC4)cc3)o2)cc1
15) CCOc1ccc(NS(=O)(=O)c2ccc(C(=O)NCC3(N(C)C)CCCCC3)cc2)cc1
16) CCCn1c(NC(=O)c2ccc(Cl)c(S(=O)(=O)N3CCCC3)c2)nc2ccccc21
entry no.	9	10	11	12	13	14	15	16
IDE act	-3	3	6	3	-2	3	5	1
VIM-2 inhibitor	-2.9	-2.0	-5.7	-3.3	-2.4	-4.4	x	-0.9
p-CIP stab down	-9	-8	-4	-13	-14	0	x	-14
IMP-1 inh	-3.1	-2.0	-1.7	-3.5	-2.8	-3.2	x	-3.2
IDE inh	-5	0	4	4	-2	2	1	-1
CRFR2-BP antag	5	-17	-6	29	3	-20	-31	-8
NS3 helicase inh	4	6	6	13	-9	7	x	-44
GalR3 antagonist	6	-5	-3	-1	-1	-4	-5	-2
SUMO HTRF inh	26	12	9	18	2	0	x	-28

17) Cc1ccc(/C(O)=C2\C(=O)C(=O)N(C)C2c2ccc([N+](=O)[O-])cc2)cc1 (stereo not drawn)
18) CCOC(=O)C(C(C)=O)=C1SC2CS(=O)(=O)CC2S1 (stereo not drawn)
19) COc1ccc(-c2oc3ccccc3c2C(=O)OCc2ccccc2)cc1
20) N=C1c2ccccc2CN1NC(=O)c1cccc(S(=O)(=O)N2CCOCC2)c1
21) COc1ccc(CN2CC(=O)N3[C@H]4c5ccc(OC)cc5OC[C@@H]4[C@H](c4ccccc4)[C@]3(C)C2=O)cc1
22) Cc1ccc(S(=O)(=O)N(C)C)cc1-n1c(SCC(=O)Nc2ccc(F)cc2)nc2ccccc2c1=O
23) CC(C)(C)c1ccc(OCCCC(=O)N2CCOCC2)cc1
24) C#Cc1ccc([C@@H]2C=C(C(=O)N3CCOCC3)O[C@H](OCC)[C@H]2CCCO)cc1
entry no.	17	18	19	20	21	22	23	24
IDE act	-4	2	2	-2	3	5	-1	0
VIM-2 inhibitor	-3.8	1.4	-1.3	-4.0	x	-3.0	-3.4	-2.7
p-CIP stab down	-13	0	-13	-12	x	-12	-13	-21
IMP-1 inh	-1.2	0.0	-2.8	-3.4	x	-1.6	-4.9	-3.1
IDE inh	6	-2	-4	1	8	5	1	2
CRFR2-BP antag	2	5	-1	15	-7	-8	-1	0
NS3 helicase inh	6	-2	-31	8	x	-14	-19	6
GalR3 antagonist	-2	-2	-6	-4	-11	-6	-3	-4
SUMO HTRF inh	5	17	3	0	x	-18	12	6

The last two records of the part above lead into the next.
23) CC(C)(C)c1ccc(OCCCC(=O)N2CCOCC2)cc1
24) C#Cc1ccc([C@@H]2C=C(C(=O)N3CCOCC3)O[C@H](OCC)[C@H]2CCCO)cc1
25) CCc1c(C(C)S(=O)(=O)c2ccc(C)cc2)[nH]c(=O)n1-c1ccc(OC(F)(F)F)cc1 (stereo not drawn)
26) CN(CCNC(=O)CN1CCN(Cc2ccccc2Cl)C1=O)Cc1ccccc1
27) COc1ccccc1N1CCN(S(=O)(=O)c2ccccc2F)CC1
28) O=C(Cn1nnc(-c2ccc3c(c2)OCO3)n1)N1CCOCC1
29) O=P(c1ccccc1)(c1ccccc1)C(c1ccco1)N1CCOCC1 (stereo not drawn)
30) CCOC(=O)Nc1cc2c(C)cc(=O)oc2cc1C
31) Cc1cccc(-c2noc(CN(C(=O)C(c3ccccc3)c3ccccc3)C(C)C)n2)c1
32) Fc1cc(F)cc(-c2oncc2-c2nnnn2-c2ccccc2)c1
entry no.	23	24	25	26	27	28	29	30	31	32
IDE act	-1	0	-4	-2	-6	5	2	2	11	-4
VIM-2 inhibitor	-3.4	-2.7	-4.1	-2.5	0.8	-3.4	-1.0	-2.2	0.2	1.3
p-CIP stab down	-13	-21	-12	6	-6	-7	-8	-9	-15	-20
IMP-1 inh	-4.9	-3.1	-4.4	-4.6	-3.1	-2.5	-3.1	-4.2	-3.2	-1.2
IDE inh	1	2	0	4	-10	3	0	3	0	1
CRFR2-BP antag	-1	0	-66	-10	-5	4	8	11	23	-28
NS3 helicase inh	-19	6	7	-5	0	9	-5	10	-2	2
GalR3 antagonist	-3	-4	-4	x	-6	2	-3	3	-2	0
SUMO HTRF inh	12	6	-14	-7	12	7	2	22	-6	-3

Brought forward from above: 4 compounds, then new ones.
29) O=P(c1ccccc1)(c1ccccc1)C(c1ccco1)N1CCOCC1 (stereo not drawn)
30) CCOC(=O)Nc1cc2c(C)cc(=O)oc2cc1C
31) Cc1cccc(-c2noc(CN(C(=O)C(c3ccccc3)c3ccccc3)C(C)C)n2)c1
32) Fc1cc(F)cc(-c2oncc2-c2nnnn2-c2ccccc2)c1
33) COc1ccc(N(C(=O)c2cccnc2)S(=O)(=O)c2cccs2)cc1
34) N#CCCN(Cc1cccnc1)C(=S)NC(=O)C1CC1
35) COc1ccccc1NS(=O)(=O)c1ccc(C(=O)NCc2ccco2)cc1
36) Cc1ccc(N2C(=O)N(CC(=O)Nc3cc(C)cc(C)c3)C(=O)C2C)cc1 (stereo not drawn)
37) COc1ccc(OCCOc2ccccc2[N+](=O)[O-])cc1
38) CC(=O)OC(C)C[N+](C)(C)C (stereo not drawn)
39) O=C1OC(CC(=O)N(Cc2nnc(-c3ccc(Cl)cc3)o2)C2CC2)c2ccccc21 (stereo not drawn)
40) Cc1ccc(C(C)C)c(OCC(=O)N/N=C2\CC(=O)CC(C)(C)C2)c1
entry no.	29	30	31	32	33	34	35	36	37	38	39	40
IDE act	2	2	11	-4	0	x	1	5	0	5	2	3
VIM-2 inhibitor	-1.0	-2.2	0.2	1.3	-2.3	-2.7	x	-1.3	-1.0	-4.7	x	-2.0
p-CIP stab down	-8	-9	-15	-20	-5	-15	x	-2	-5	-8	x	0
IMP-1 inh	-3.1	-4.2	-3.2	-1.2	-2.3	-0.7	x	-2.8	-4.8	-3.9	x	-2.0
IDE inh	0	3	0	1	4	-5	3	1	4	-9	1	-3
CRFR2-BP antag	8	11	23	-28	-13	x	-2	0	0	-18	1	2
NS3 helicase inh	-5	10	-2	2	23	-1	x	5	4	-7	x	4
GalR3 antagonist	-3	3	-2	0	-2	x	-5	8	6	33*	-8	-9
SUMO HTRF inh	2	22	-6	-3	18	-11	x	4	10	16	x	12

41) O=C(CN(c1cccc(C(F)(F)F)c1)S(=O)(=O)c1ccc(Cl)c([N+](=O)[O-])c1)NCc1ccccc1Cl
42) CC1=C(C(=O)Nc2cc(C(=O)N(C)Cc3ccccc3)ccc2C)SCCO1
43) O=C(O)C1CN(C(=O)c2cccc(Br)c2)C1
44) O=C(CCc1ccccc1)Nc1ccc(F)cc1F
45) CCOC(=O)C1=C(C)Nc2ccccc2N=C1NC(=O)CCCN1C(=O)c2ccccc2C1=O
46) COc1ccc(NC(=O)COC(=O)c2cc(S(=O)(=O)N3CCCC3)ccc2O)cc1
47) Cc1sc2ncnc(N3CCN(Cc4ccccc4)CC3)c2c1-c1ccccc1
48) Nc1nonc1-n1nnc(C(=O)N/N=C/c2ccccc2F)c1-c1cccs1
entry no.	41	42	43	44	45	46	47	48
IDE act	-1	7	-1	0	-3	4	1	4
VIM-2 inhibitor	0.3	-5.1	-1.9	-2.9	-1.1	x	0.1	-0.7
p-CIP stab down	0	-1	2	-2	-5	x	-8	11
IMP-1 inh	-1.4	-0.8	-2.0	-4.5	-0.7	x	-0.4	-0.2
IDE inh	2	-4	7	0	1	4	2	-4
CRFR2-BP antag	23	10	-7	-7	-2	1	-7	-23
NS3 helicase inh	4	-1	-5	-2	4	x	-37	-4
GalR3 antagonist	-12	-8	-3	1	0	2	1	-6
SUMO HTRF inh	13	-4	12	4	5	x	-14	4

49) Cc1c(NC(=O)c2ccc(Cl)nc2)cccc1-c1nc2cccnc2s1
50) Cc1ccc(Cn2c(Sc3nnc(C)s3)nc3c2c(=O)[nH]c(=O)n3C)cc1
51) Cc1ccc(/C=N/NC(=O)CCSc2ccccc2)cc1
52) O=C(O)c1ccc(N/N=C/c2ccnc3ccccc23)cc1
entry no.	49	50	51	52
IDE act	7	-1	2	5
VIM-2 inhibitor	-1.1	-2.5	-4.4	-1.5
p-CIP stab down	-9	7	6	-2
IMP-1 inh	-1.8	-0.6	-3.1	-2.7
IDE inh	-3	0	2	-2
CRFR2-BP antag	-20	21	-8	-24
NS3 helicase inh	6	-2	-3	-9
GalR3 antagonist	-5	x	-3	-4
SUMO HTRF inh	30	1	-2	23

High-throughput results as filed in PubChem.
